Bioassay records (PubChem BioAssay)
RXFP1 antag = qHTS Assay for Antagonists of the Relaxin Receptor RXFP1; 350,000 tested, 0.59% active; Relaxin receptor 1 (Homo sapiens), Q9HBX9; HEK293-RXFP1, relaxin-stimulated cAMP HTRF, 30 min; stronger effect = lower value; activity change, negative = inhibition, % at 57.5 µM; AID 1259400, 2018;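 active = activity change of -60% or lower, but not beyond a set lower limit; inconclusive = change between -60% and -40%, or beyond the set limit; inactive = change above -40%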
Target sequence (Q9HBX9 whole entry, looked up): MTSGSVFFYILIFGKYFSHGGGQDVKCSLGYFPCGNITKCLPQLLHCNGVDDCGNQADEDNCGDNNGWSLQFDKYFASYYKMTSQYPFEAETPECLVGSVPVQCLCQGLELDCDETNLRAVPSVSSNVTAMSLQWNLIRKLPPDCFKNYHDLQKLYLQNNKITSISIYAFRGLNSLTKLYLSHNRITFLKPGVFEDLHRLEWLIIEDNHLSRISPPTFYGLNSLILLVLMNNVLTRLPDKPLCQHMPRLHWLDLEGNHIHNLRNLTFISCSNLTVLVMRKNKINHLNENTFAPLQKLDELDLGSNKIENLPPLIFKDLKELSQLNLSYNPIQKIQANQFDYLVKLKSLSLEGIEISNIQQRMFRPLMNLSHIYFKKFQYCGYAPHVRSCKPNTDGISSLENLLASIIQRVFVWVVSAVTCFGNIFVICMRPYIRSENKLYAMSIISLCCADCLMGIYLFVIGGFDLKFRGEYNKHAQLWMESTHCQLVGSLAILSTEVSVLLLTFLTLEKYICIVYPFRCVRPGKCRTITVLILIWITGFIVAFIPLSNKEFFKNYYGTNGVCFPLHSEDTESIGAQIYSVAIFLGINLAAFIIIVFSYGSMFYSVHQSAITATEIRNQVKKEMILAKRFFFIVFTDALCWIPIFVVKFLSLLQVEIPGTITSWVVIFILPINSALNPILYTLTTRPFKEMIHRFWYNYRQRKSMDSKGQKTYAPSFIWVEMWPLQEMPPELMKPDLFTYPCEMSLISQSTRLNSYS
Active calls of the source: *. % is set by controls: 0 for no effect and ±100 for the full control effect. These rows are one share of the data; rates above refer to the full screens.

Screening Cc1ccc(S(=O)(=O)N(C)C)cc1NC(=O)C(C)OC(=O)CC1CC2CCC1C2 (stereo not drawn) returned RXFP1 antag 7.
`O=C(O)c1ccccc1NS(=O)(=O)c1ccc(N/N=C/c2cccc(O)c2O)c([N+](=O)[O-])c1` gave RXFP1 antag -7.
`Cc1nn(-c2ccccc2)c(C)c1NC(=O)COC(=O)CCc1ccccc1` gave RXFP1 antag 5.
Cc1cccc(NC(=O)c2ncn3c2C(=O)N[C@@H](C)C3)c1 was read as RXFP1 antag 6.
`COCCOCC(OC)OC` gave RXFP1 antag -10.
For CCOC(=O)c1c(C)[nH]c(C(=O)COC(=O)c2ccc([N+](=O)[O-])o2)c1C the results were RXFP1 antag 2.
`COC(=O)C1CCN(C(=O)COc2ccc(S(=O)(=O)N3CCOCC3)cc2Cl)CC1` gave RXFP1 antag -7.
O=C(NC1CCC(O)CC1)c1ccc(Br)o1 (stereo not drawn) was read as RXFP1 antag -19.
For O=C(COc1ccc2ccc(=O)oc2c1)NC1CCS(=O)(=O)C1 (stereo not drawn) the results were RXFP1 antag -4.
Screening COc1ccc(CC(=O)NCCCCc2ccccc2)cc1OC returned RXFP1 antag 3.
Cc1ccc(NC(=O)OC(C)N2CCCCC2)cc1NC(=O)OC(C)N1CCCCC1 (stereo not drawn) was read as RXFP1 antag -21.
Screening COc1ccc(OC)c(/C=N/NC(=O)C(=O)N/N=C/c2cc(OC)ccc2OC)c1 returned RXFP1 antag -6.
For COC(=O)c1cc(OC)c(OC)cc1NC(=O)c1ccc(Br)o1 the results were RXFP1 antag 8.
`Cn1c(N)c(C(=O)COC(=O)CNC(=O)c2ccccc2)c(=O)n(C)c1=O` gave RXFP1 antag -6.
`Cc1ccc(C(=O)Nc2scc(-c3ccccc3)c2C(=O)O)cc1` gave RXFP1 antag -11.
`COc1cc(C(C)=O)ccc1OCC(=O)NCC(c1ccc(F)cc1)N1CCOCC1` (stereo not drawn) gave RXFP1 antag 10.
Screening c1ccc(CCn2cccc2)nc1 returned RXFP1 antag -6.
For S=c1nc2[nH]c3ccccc3c2n[nH]1 the results were RXFP1 antag -25.
`Cc1c(Cl)cccc1N=C1NC(=O)CS1` gave RXFP1 antag 3.
C/C(=N\NC(=O)C1CC1)c1ccc(C)cc1C was read as RXFP1 antag -1.
For Cc1cc(O)cc(C)c1Cl the results were RXFP1 antag 27.
COc1ccc(C(=O)N2CCN(C(=O)C3CCCO3)CC2)cc1[N+](=O)[O-] (stereo not drawn) was read as RXFP1 antag 0.
O=C1OC(c2ccccc2)(c2ccc(O)cc2)c2ccccc21 (stereo not drawn) was read as RXFP1 antag -13.
For Cc1noc(C)c1S(=O)(=O)Nc1ccc2c(c1)C(=O)N([C@H](C)CO)C[C@H](C)[C@H](CN(C)C(=O)NC(C)C)OCCCC[C@@H](C)O2 the results were RXFP1 antag -1.
CN(C)S(=O)(=O)c1cccc(NC(=O)COC(=O)[C@H](Cc2ccccc2)NC(=O)c2ccco2)c1 was read as RXFP1 antag -19.
COc1ccccc1NC(=O)COc1cccnc1[N+](=O)[O-] was read as RXFP1 antag 5.
Cc1nc(SCC(=O)c2cc(C)n(C3CC3)c2C)c2ccccc2n1 was read as RXFP1 antag -4.
`Cc1ccc([C@@H]2CC(=O)[C@@H]3CN(S(=O)(=O)c4ccccc4C)[C@H](c4ccc(Cl)cc4)C[C@@H]3N2S(=O)(=O)c2ccc(C)cc2)cc1` gave RXFP1 antag -1.
`C[C@H](CO)N1C[C@H](C)[C@@H](CN(C)Cc2ccncc2)Oc2ncc(Br)cc2C1=O` gave RXFP1 antag 3.
c1ccc2c(c1)Sc1cnccc1N2CC1CO1 (stereo not drawn) was read as RXFP1 antag 3.
Screening Cn1c(=O)c2c(ncn2CC(=O)Nc2cc(S(=O)(=O)N3CCCCC3)ccc2Cl)n(C)c1=O returned RXFP1 antag 2.
O=C(N/C(=C/c1ccccc1Cl)C(=O)N1CCOCC1)c1ccccc1 was read as RXFP1 antag -5.
Screening COc1ccc(CNC(=O)COC(=O)c2ccc(Br)c(S(=O)(=O)N3CCOCC3)c2)cc1 returned RXFP1 antag -8.
For CC(Oc1cccc(Br)c1)C(=O)Nc1cccc(S(=O)(=O)N2CCOCC2)c1 (stereo not drawn) the results were RXFP1 antag -1.
Cn1c(=O)c2c(ncn2CC(=O)OCCCC(=O)c2ccc(Br)cc2)n(C)c1=O was read as RXFP1 antag 6.
CC(=O)N[C@H]1[C@H]([C@H](O)[C@H](O)CO)OC(C(=O)O)=C[C@@H]1N=C(N)N was read as RXFP1 antag -3.
CC(C)C(Cl)=NOC(=O)Nc1ccc(F)cc1 was read as RXFP1 antag inconclusive.
For CC1(C)CC[C@]2(C(=O)n3ccnc3)CC[C@]3(C)[C@H](C(=O)C=C4[C@@]5(C)C=C(C#N)C(=O)C(C)(C)[C@@H]5CC[C@]43C)[C@@H]2C1 the results were RXFP1 antag -7.
Screening Cc1ccc(Cc2c(-c3ccc(Cl)cc3)nc3ccc(Cl)cn23)cc1 returned RXFP1 antag 10.
Screening CCC(=O)c1ccc(OCC(=O)NC2CCN(Cc3ccccc3)CC2)cc1 returned RXFP1 antag -2.
COc1ccc(Cl)cc1NC(=O)CN(C)C(=O)c1ccc(-n2cncn2)cc1 was read as RXFP1 antag -17.
Screening CCN(CC)C(=O)C1=C(C)N(Cc2ccc(C(C)(C)C)cc2)C(=O)C(CC(=O)NC2CC2)C1 (stereo not drawn) returned RXFP1 antag -2.
Screening CCOc1cc(N2CCOCC2)c(OCC)cc1NC(=O)CN1C(=O)NC(CC)(c2ccc(F)cc2)C1=O (stereo not drawn) returned RXFP1 antag -1.
CCCCN1C(=O)C(CC(=O)NCC2CCCCC2)CC(C(=O)N2CCOCC2)=C1C (stereo not drawn) was read as RXFP1 antag -8.
For O=C(CSc1nnc(C2CC2)n1Cc1ccccc1)N1CCNC1=O the results were RXFP1 antag -9.
C[C@H](CO)N1C[C@H](C)[C@H](CN(C)C(=O)Nc2cccc(F)c2)Oc2cc(C#CC3(O)CCCC3)ccc2S1(=O)=O was read as RXFP1 antag -10.
`Cc1cc(C)c(S(=O)(=O)Nc2ccc(C(=O)O)cc2)cc1S(=O)(=O)Nc1ccc(C(=O)O)cc1` gave RXFP1 antag -2.
Screening Cc1cn([C@H]2C[C@H](O)[C@@H](CNC(=O)c3ccccn3)O2)c(=O)[nH]c1=O returned RXFP1 antag 6.
Screening O=P1(O)Cc2ccccc2-c2ccccc21 returned RXFP1 antag -1.
`CCC1(CCC(C)C)SC(N)=NC1=O` (stereo not drawn) gave RXFP1 antag -9.
CCN(CC)C(=O)C1=C(C)N(CCCN2CCCC2=O)C(=O)C(CC(=O)NC(c2ccccc2)c2ccccc2)C1 (stereo not drawn) was read as RXFP1 antag 2.
`CCOc1ccc(NC(=O)COC(=O)c2ccc(S(=O)(=O)N3CCOCC3)cc2)cc1` gave RXFP1 antag 8.
Screening CCc1ccc(NC(=O)CSC2=C(C#N)C(c3ccc4c(c3)OCO4)CC(=O)N2)cc1 (stereo not drawn) returned RXFP1 antag -4.
For CCCCOC(=O)CCCCCCCCC(=O)OCCCC the results were RXFP1 antag -18.
Screening O=[N+]([O-])c1ccccc1C=CC=NN=Cc1ccccc1O returned RXFP1 antag -22.
For Cc1ccc(SCC(=O)NNC(=O)c2cncc(Br)c2)cc1 the results were RXFP1 antag 3.
COC1CC(C)C(OC)c2cc(O)cc(c2O)NC(=O)C(C)=CC=CC(C)C(OC(N)=O)C(C)=CC(C)C1OC (stereo not drawn) was read as RXFP1 antag -26.
Cn1nnnc1SCC(=O)Nc1cccc(S(=O)(=O)N2CCCCC2)c1 was read as RXFP1 antag 2.
For CN(C)CCOC1=Cc2ccccc2Sc2ccc(Cl)cc21 the results were RXFP1 antag -32.
`COc1ccc(S(=O)(=O)N2CCC(C(=O)NCCC(=O)NCc3ccccn3)CC2)cc1` gave RXFP1 antag 1.
`C=C1CC2(OC1=O)c1ccccc1CCc1ccccc12` gave RXFP1 antag inconclusive.
Screening Cn1c(=O)[nH]c(=O)c2c1nc(Br)n2Cc1ccc(Cl)cc1 returned RXFP1 antag 3.
`CCc1nnc(NC(=O)c2ccco2)s1` gave RXFP1 antag 0.
CC1(C)CC(=O)C=C(c2ccc(COC(=O)c3ccc(-c4ccccc4)cc3)cc2)C1=O was read as RXFP1 antag 4.
Screening Cc1ccc2c(C)c(C)c(=O)n(C)c2c1 returned RXFP1 antag -5.
Screening O=C(Nc1ncc2c(n1)-c1ccccc1CC2)c1ccccc1 returned RXFP1 antag -3.
For COc1ccc(-c2cc(C(=O)N(C)CC(=O)Nc3ccccc3C(F)(F)F)c3ccccc3n2)cc1OC the results were RXFP1 antag -15.
Screening Cc1cc(C)nc(SCC(=O)N2CCc3ccccc32)n1 returned RXFP1 antag -4.
`CCOc1ccc(N2C(=O)Nc3ccccc3C2(O)C(=O)NCc2ccc3c(c2)OCO3)cc1` (stereo not drawn) gave RXFP1 antag -6.
For Cc1sc2c(c1C)c(=O)n(-c1ccccc1)c1nnc(C)n21 the results were RXFP1 antag -8.
For COc1ccc(S(=O)(=O)N2CCC(C(=O)N[C@@H](C)C(=O)N3CCCC3)CC2)cc1 the results were RXFP1 antag -2.
Screening Cc1cnc(NC(=O)c2cc(S(=O)(=O)N(C)C)ccc2N2CCCC2)s1 returned RXFP1 antag -6.
Screening Nc1c(NC/C=C\COc2cc(CN3CCCCC3)ccn2)c(=O)c1=O returned RXFP1 antag -13.
`O=C(CN(C(=O)c1ccc(Cl)cc1Cl)N1C(=O)C2C3C=CC(C3)C2C1=O)c1ccc(F)cc1` (stereo not drawn) gave RXFP1 antag -7.
For O=C(CSc1nccn1-c1ccccc1)c1ccc(Br)cc1 the results were RXFP1 antag -3.
For CN(CC(=O)Nc1ccccc1Cl)C(=O)COC(=O)c1ccc(-c2ccc(O)cc2)cc1 the results were RXFP1 antag 2.
CN(CC(=O)NCCCn1ccnc1)S(=O)(=O)c1ccc(Cl)cc1 was read as RXFP1 antag 11.
`COc1ccc(C(=O)NC(=S)NNC(=O)c2cccc(C)c2)cc1` gave RXFP1 antag -29.
Cc1cc(N)c2cc(NC(=O)Nc3ccc4nc(C)cc(N)c4c3)ccc2n1 was read as RXFP1 antag 26.
For CCOc1cc(/C=N/Nc2ccc(S(=O)(=O)Nc3ccccc3C(=O)O)cc2[N+](=O)[O-])cc(Cl)c1O the results were RXFP1 antag -7.
`Cc1ccc(Cc2c(-c3ccccc3)nc3cc(C)ccn23)cc1` gave RXFP1 antag -5.
Screening CCCCNC(=S)N(CCCO)Cc1cc2cc3c(cc2[nH]c1=O)OCO3 returned RXFP1 antag 6.
`O=c1[nH]c(/C=C/c2cccc(Br)c2)nc2ccccc12` gave RXFP1 antag -4.
`Cc1ccc(S(=O)(=O)N2CCOCC2)cc1NC(=O)COC(=O)C1CCC1` gave RXFP1 antag 4.
Screening O=[N+]([O-])c1cccc(OCCCN2CCC(Cc3ccccc3)CC2)c1 returned RXFP1 antag -15.
Screening COc1cc(Cl)ccc1OCc1cc(C(=O)N2CCN(C)C(=O)[C@@H]2C)no1 returned RXFP1 antag -2.
`CSc1nc(S(C)(=O)=O)nc2[nH]c(=O)[nH]c12` gave RXFP1 antag 0.
`C[C@H]1CN([C@@H](C)CO)S(=O)(=O)c2ccc(C#Cc3ccccn3)cc2O[C@H]1CN(C)Cc1ccc(F)cc1` gave RXFP1 antag -1.
Screening COc1cc(C(=O)OCCCN2CCCN(CCCOC(=O)c3cc(OC)c(OC)c(OC)c3)CC2)cc(OC)c1OC returned RXFP1 antag -32.
Screening Cc1cccc(NS(=O)(=O)c2ccc(C)c(C(=O)NC3CCN(Cc4ccccc4)CC3)c2)c1 returned RXFP1 antag -9.
O[C@@H](COc1cccc2ncccc12)CN1CCN(C2c3ccccc3[C@@H]3[C@H](c4ccccc42)C3(F)F)CC1 (stereo partly drawn) was read as RXFP1 antag -33.
Screening Cc1ccc(-c2cc(C(=O)Nc3ccccc3C(N)=O)c3ccccc3n2)o1 returned RXFP1 antag -3.
For COc1ccccc1CNC(=O)CN1NS(=O)(=O)c2ccccc2C1=O the results were RXFP1 antag 8.
Fc1ccc(NC(=S)N2CCN(c3ccccn3)CC2)cc1Cl was read as RXFP1 antag -24.
Screening Cc1cc(C)c(NS(=O)(=O)c2ccccc2)c(C)n1 returned RXFP1 antag 10.
